Bioassay records as filed in PubChem.
DYRK1A inh: Dyrk1A (rat) kinase inhibition; AID 504441; ADP-Glo luminescence, NFATc1 peptide; Q63470; inhibition, % at 12.5 µM; actives 0.43% (n = 310,000); in the data active = inhibition above about 50%;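 note: plate controls were vehicle with enzyme for no effect and no enzyme for full effect; many of its hits are not listed in these tables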
Platelet DG rel: platelet dense granule release activity. human platelet-rich plasma, SFLLRN dense granule ATP release, luminescence. inhibition, %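 (compounds screened at 7.5 µM in platelet-rich plasma)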. actives 0.22% (n = 300,000);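 active = mean replicate score, as percent of positive control, at or above 50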
HSF1 inh: HSF1 inhibition; activity change, negative = inhibition, % at 7.5 µM (by protocol); actives 0.77% (n = 300,000); NIH3T3-HGL HSE-luciferase, MG132-induced, luminescence 8 h; hits give low values; AID 2098;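 active = more than half of replicate wells show activity change below -50%, luminescence cut by over half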;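 note: luciferase reports HSF-1 transcriptional activity via heat shock element; 0% = median of DMSO wells and -100% = zero luminescence signal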
IEC-6 tox: IEC-6 cytotoxicity, counter-screen for KLF5 inhibitors | luminescence viability | inhibition, % at 5 µM | actives 0.78% (n = 290,000); in the data active = inhibition above about 22%;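 note: 0% = plate median of test compound wells and 100% = cytotoxic reference compound wells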
HSP90 inh: blocks HSP90-mediated luciferase refolding in reticulocyte lysate. actives 0.91% (n = 290,000). inhibition, % at 5.6 µM. Rabbit reticulocyte lysate, luciferase refolding luminescence, 3 h;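 active = inhibition above the screen-wide mean plus 3 SD, computed separately per campaign, cut at about 16% in these data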;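 note: 0% = DMSO wells and 100% = 60 µM geldanamycin wells; inhibitors lower the luminescence because luciferase stays unfolded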
GSK3B inh: inhibitors of human GSK3beta kinase | actives 0.038% (n = 300,000) | activity score (negative = inhibition), % at 10 µM | GST-GSK3beta kinase, ADP-Glo luminescence, 60 min; hits give low values | P49841 | AID 2097;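 active = more than half of replicate wells score below -50%, meaning over 50% inhibition versus plate controls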;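 note: 0% = median DMSO wells and -100% = median GW8510 positive control wells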
Target sequence (P49841 whole entry, looked up): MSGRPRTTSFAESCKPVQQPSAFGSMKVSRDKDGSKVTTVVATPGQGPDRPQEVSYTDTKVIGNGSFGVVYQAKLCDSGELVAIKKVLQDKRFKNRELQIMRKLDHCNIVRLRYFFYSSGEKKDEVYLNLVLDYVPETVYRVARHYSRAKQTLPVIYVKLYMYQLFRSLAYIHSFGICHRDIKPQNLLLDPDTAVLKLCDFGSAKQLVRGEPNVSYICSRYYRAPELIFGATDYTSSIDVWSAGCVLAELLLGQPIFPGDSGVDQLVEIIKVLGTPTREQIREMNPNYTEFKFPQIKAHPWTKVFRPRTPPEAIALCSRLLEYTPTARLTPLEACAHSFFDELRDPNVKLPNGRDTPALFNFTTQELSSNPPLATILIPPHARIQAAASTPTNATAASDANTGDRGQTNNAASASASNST
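test system = GST-tagged human GSK3beta kinase, cell-free | reagent = 25 µM ATP with peptide substrate | dosing = one dose of 10 µM per compound | schedule = 60 min reaction, RT | detection = luminescent ADP-Glo measurement of ADP formed | control set = DMSO neutral wells and GW8510 at 20 µM as positive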
aSyn 5UTR inh: 5' untranslated region of α-synuclein, MLPCN primary screen | inhibition, % (tested at 7.5 µM) | alpha-synuclein 5'UTR reporter, inhibitor activity | actives 0.82% (n = 300,000); in the data active = inhibition above about 60%;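 note: H4 neuroglioblastoma cells stably carrying SNCA 5'UTR luciferase fusion; 0% = DMSO wells and 100% = positive control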
HSF-1 act: increases HSF-1 driven luciferase reporter signal; actives 1.7% (n = 300,000); AID 504408; activation, % at 9 µM; NIH3T3-HGL HSF-1 luciferase reporter, MG132, 8 h; 100% = twice DMSO control signal;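 active = mean replicate activation of at least 50% with a set share of replicates each reaching 50%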;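 note: 0% = median of the neutral control wells and 100% = twice that signal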
GSK3 alpha inh: blocks human GSK-3 alpha kinase; ADP-Glo luminescence, 60 min; inhibition, % at 10 µM; actives 0.1% (n = 320,000); AID 2650;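 in the data active = inhibition above about 50%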;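 note: GST-tagged GSK-3 alpha with peptide substrate and 25 µM ATP; 0% = DMSO neutral wells and 100% = GW8510 positive control wells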
Target sequence (P49840 whole entry, looked up): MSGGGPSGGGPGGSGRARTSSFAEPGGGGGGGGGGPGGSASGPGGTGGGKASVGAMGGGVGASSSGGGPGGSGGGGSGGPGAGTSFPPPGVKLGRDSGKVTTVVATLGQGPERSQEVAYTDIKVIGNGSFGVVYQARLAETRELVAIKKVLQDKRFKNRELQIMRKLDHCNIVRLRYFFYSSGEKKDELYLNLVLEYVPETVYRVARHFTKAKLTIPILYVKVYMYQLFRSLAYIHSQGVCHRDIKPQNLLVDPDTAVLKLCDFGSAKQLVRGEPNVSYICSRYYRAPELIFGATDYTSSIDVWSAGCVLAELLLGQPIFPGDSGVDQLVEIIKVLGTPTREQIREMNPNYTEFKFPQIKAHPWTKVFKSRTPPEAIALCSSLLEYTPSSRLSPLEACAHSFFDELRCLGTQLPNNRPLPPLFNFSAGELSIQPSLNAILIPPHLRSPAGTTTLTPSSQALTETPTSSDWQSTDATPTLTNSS
KLF5 inh: inhibitors of KLF5 expression; actives 0.23% (n = 290,000); DLD-1 KLF5 promoter-luciferase reporter, luminescence; inhibition, % at 5 µM;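 active = inhibition above a per-plate limit of that plate's mean compound inhibition plus 3 SD, cut at about 60% in these data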;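 note: 0% = DMSO wells and 100% = LY294002 at 200 µM; higher means less KLF5 promoter-driven luciferase light; inactives centre near -14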
Active calls of the source: *; x = no result given.

1) CCN(CC(=O)Nc1c(F)cccc1F)C(=O)c1cccc(S(=O)(=O)N2CCN(c3ccccc3)CC2)c1
2) Cc1occc1-c1nnc(SCC(=O)NC(C)(C)C)n1CC(C)C
3) O=C(CN1C(=O)C2CC=CCC2C1=O)NCC1COc2ccccc2O1 (stereo unspecified)
4) On1nnc2ccc(C(F)(F)F)cc21
5) CCn1cc(C(=O)Nc2cc(C)ccc2C)c(=O)c2ccc(C)nc21
6) COc1cc(/C=N/NC(=O)c2cccc(C)c2)ccc1OCC(=O)Nc1ccccc1
7) CCC(C)[C@H]1CNCCN1CCc1cc(C(F)(F)F)cc(C(F)(F)F)c1 (stereo partly specified)
8) CC(=O)Nc1cccc(C(=O)N/N=C/c2c[nH]c3ccccc23)c1

Compound	1	2	3	4	5	6	7	8
DYRK1A inh	5	2	-2	x	x	x	6	5
Platelet DG rel	-4	-3	2	-2	5	11	-4	5
HSF1 inh	2	6	5	-2	-9	26	4	1
IEC-6 tox	1	4	-4	-11	4	x	x	5
HSP90 inh	1	-2	-3	-2	3	x	x	0
GSK3B inh	-2	2	1	3	-1	-2	-4	-2
aSyn 5UTR inh	7	8	9	-11	9	-128	-10	-8
HSF-1 act	0	-2	-21	-16	-1	35	4	6
GSK3 alpha inh	1	0	-2	-2	-2	-1	5	-4
KLF5 inh	10	1	-36	-21	-14	x	x	12

9) CCOc1ccc(C(=O)NCC(c2ccco2)N2CCOCC2)cc1 (stereo unspecified)
10) Cc1cccc(C)c1NC(=O)CN(C)C(=O)c1ccc(-c2cccc(C(F)(F)F)c2)o1
11) COc1cc(C(=O)NCCC(C)C)ccc1OCc1ccc(Cl)cc1Cl
12) COc1ccc(Cn2nnnc2C(c2cccs2)N2CCSCC2)cc1 (stereo unspecified)
13) COc1ccccc1/C=N/NC(=O)NC12CC3CC(CC(C3)C1)C2
14) CCN(CCNC(=O)CN(C)S(=O)(=O)c1cccc2nsnc12)c1ccccc1
15) CCc1ccc(NC(=O)c2ccc3c(=O)n4c(nc3c2)CCCCC4)cc1
16) CCCn1c(=O)c2sccc2n2c(CCCC(=O)NCc3cccnc3)nnc12

Compound	9	10	11	12	13	14	15	16
DYRK1A inh	6	4	-4	-2	-4	-6	3	-9
Platelet DG rel	-2	-12	-2	2	1	-3	4	-26
HSF1 inh	-2	-3	4	-6	2	-1	3	-8
IEC-6 tox	x	x	-1	-2	-5	-4	4	0
HSP90 inh	x	x	-4	0	4	4	1	-4
GSK3B inh	-3	0	1	0	1	-26	1	-1
aSyn 5UTR inh	6	2	28	21	-18	10	-13	-5
HSF-1 act	8	12	34	-3	3	20	15	-2
GSK3 alpha inh	-5	-1	-1	7	-4	7	-3	-1
KLF5 inh	x	x	-15	-12	-7	-54	5	-22

17) O=C(NCCN1CCOCC1)C1CCN(Cc2ccccc2O)CC1
18) CN1CCN(c2ccc(Cl)cc2NS(=O)(=O)c2ccccc2Cl)CC1
19) COc1ccc(CC(=O)NCc2ccccn2)cc1OC
20) CC1(O)N(Cc2ccccc2)C(=O)OC12CCCCC2 (stereo unspecified)
21) c1ccc(Nc2ccnc(Nc3ccccc3)n2)cc1
22) Cc1nc2ncnn2c(C)c1CCC(=O)N1CCN(C(=O)c2ccco2)CC1
23) Cc1cccc(NC(=O)[C@H](Cc2ccccc2)NC(=O)[C@@H]2Cc3ccccc3CN2)c1
24) COc1ccc(/C=N/NC(=O)c2cccc(NC(C)=O)c2)c(C(=O)O)c1OC

Compound	17	18	19	20	21	22	23	24
DYRK1A inh	-1	1	1	-9	38	-1	6	-3
Platelet DG rel	-5	1	0	10	1	-1	1	-9
HSF1 inh	-5	2	-6	-7	12	-12	-3	0
IEC-6 tox	-3	-2	-6	2	7	-3	-4	-6
HSP90 inh	0	0	-1	-3	0	0	-7	1
GSK3B inh	-1	3	2	2	0	0	2	2
aSyn 5UTR inh	6	0	6	16	-100	-8	6	6
HSF-1 act	5	32	3	-5	46	-4	-5	4
GSK3 alpha inh	x	2	0	9	14	-2	-4	3
KLF5 inh	-7	-1	1	-13	-127	-33	-44	-14

25) CC(C)(CO)NC(=O)c1ccc2nc(Cc3cccc(Cl)c3)oc2c1
26) c1ccc(Cn2c(NCc3ccncc3)nc3ccccc32)cc1
27) Nc1nc(NCc2ccccc2)n(-c2ccccc2)n1
28) Cc1ccc(NC(=O)C[n+]2ccn(C3=C([O-])c4ccccc4C3=O)c2)cc1
29) N#Cc1c(F)cccc1NCCCn1ccnc1
30) COc1cc(OC)cc(C(=O)N2CC(=O)Nc3ccccc32)c1
31) CCOc1cc(-c2c(C)c(C)nc(N)c2C#N)ccc1O
32) COc1ccc(-c2csc(NC(=O)CSCc3c(C)noc3C)n2)cc1OC

Compound	25	26	27	28	29	30	31	32
DYRK1A inh	x	-1	-4	-4	24	-4	2	2
Platelet DG rel	-4	1	-5	-7	-13	2	-1	-2
HSF1 inh	2	-5	0	2	-4	-11	-5	-6
IEC-6 tox	-1	3	1	3	x	74*	0	-1
HSP90 inh	-7	-2	-2	1	x	5	-4	0
GSK3B inh	2	-4	1	1	-1	0	-1	0
aSyn 5UTR inh	-102	27	10	-21	-6	31	24	7
HSF-1 act	18	-1	2	17	11	-16	13	-2
GSK3 alpha inh	-2	-1	0	-1	-2	1	1	1
KLF5 inh	-45	3	-2	-22	x	52	-4	-16

33) CCOc1ccc(S(=O)(=O)N2CCc3cc(OC)c(OC)cc3C2)cc1
34) Cn1nnnc1SCC(=O)Nc1nc(-c2ccc(F)c(F)c2)cs1
35) O=C1/C(=C/c2ccccn2)COc2ccccc21
36) Cc1ccc(S(=O)(=O)CCN2CCC(n3cccc3)CC2)cc1
37) Cn1nc(-c2ccc(Cl)cc2)cc1NC(=O)CSCC(=O)O
38) CC(C)Cc1oc(C(=O)O)cc1CN1CCOCC1
39) Cn1c(SC/C=C/c2ccccc2)nnc1-c1cnccn1
40) CC(NC(=O)COC(=O)C1CSC2(C)CCC(=O)N12)C12CC3CC(CC(C3)C1)C2 (stereo unspecified)

Compound	33	34	35	36	37	38	39	40
DYRK1A inh	4	-7	0	-12	x	-3	4	3
Platelet DG rel	-10	0	-1	5	0	-1	0	-4
HSF1 inh	12	-2	0	-6	-4	1	16	3
IEC-6 tox	0	1	-8	-4	1	-5	4	-2
HSP90 inh	0	-3	3	1	0	0	0	4
GSK3B inh	3	2	1	1	1	-4	2	0
aSyn 5UTR inh	-7	2	-40	-36	-5	16	-63	7
HSF-1 act	-2	-7	24	10	1	-3	26	10
GSK3 alpha inh	0	1	-2	-1	-1	-2	-5	1
KLF5 inh	-10	-16	-29	-2	-17	-9	-35	-1

41) Cc1c(NC(=O)c2ccc3c(c2)OCO3)cccc1-c1nc2ncccc2o1
42) C=CCOc1c(CNc2cccc(C(=O)O)c2)cccc1OC
43) O=C(c1ccc(C(F)(F)F)cc1)C1CCCN(C(=O)CCc2cnccn2)C1 (stereo unspecified)
44) Cc1nc(CNC(=O)c2cc(COc3ccc(F)cc3Cl)on2)cs1
45) COc1ccc(NC(=O)CN(C)C(=O)CCCNC(=O)c2ccc(Cl)cc2)cc1
46) CC(C)Oc1cccc(-c2cc(C(=O)N3CCN(S(C)(=O)=O)CC3)c3ccccc3n2)c1
47) CC(=O)N1CCC(C(=O)NCCOc2ccc(C)cc2)CC1
48) CCCCOC(=O)Oc1ccc2c(=O)c(Oc3cc(C)cc(C)c3)coc2c1

Compound	41	42	43	44	45	46	47	48
DYRK1A inh	2	-8	-5	-3	-2	-6	4	0
Platelet DG rel	-3	2	-7	-5	5	-6	-4	-10
HSF1 inh	5	-10	-12	8	8	19	-12	-1
IEC-6 tox	1	1	1	0	x	1	3	2
HSP90 inh	4	45*	0	-2	x	-2	3	-2
GSK3B inh	1	2	1	3	-1	1	2	-11
aSyn 5UTR inh	7	-78	16	3	-21	-25	-11	14
HSF-1 act	-1	-27	-34	9	18	18	2	12
GSK3 alpha inh	1	x	-2	-1	1	0	2	-1
KLF5 inh	-28	-143	-15	-24	x	-12	-13	-12

49) COc1ccc(NC(=O)Nc2ccc(OC)cc2)cc1
50) COc1ccc(-n2nc(C(=O)NCC(=O)NCCN(C)C)c3ccccc3c2=O)cc1
51) O=C(CCC(=O)N1CCCCCC1)Nc1ccc([N+](=O)[O-])cc1
52) Cc1ccc(-n2nc3c(SCCN4CCOCC4)nnc(C)c3c2C)cc1
53) COc1ccc(C(=O)NCCSCc2ccccc2)cc1OC
54) CCCC1C2CN(C(C)=O)CC=C2C(C#N)=C(N)C1(C#N)C#N (stereo unspecified)
55) COc1ccc(-n2c(C)cc(/C=N/Nc3nnc(C)n3N)c2C)cc1
56) CCCNC(=O)c1ccc(CN2CCc3ccccc3C2)cc1
57) CC1CCC(NC(=O)Cn2cc3c(n2)CCCC3)CC1 (stereo unspecified)
58) COc1ccc(OC)c(-c2csc(NC(=O)C3=COCCO3)n2)c1
59) CCC[C@@H](NS(=O)(=O)c1ccc(C)cc1)C(=O)Oc1ccc2c3c(c(=O)oc2c1)CCC3

Compound	49	50	51	52	53	54	55	56	57	58	59
DYRK1A inh	5	-1	1	-3	-1	4	2	1	9	14	0
Platelet DG rel	10	7	-27	8	-1	0	2	12	3	2	-9
HSF1 inh	-3	1	-5	-4	-8	-8	17	-4	6	10	-9
IEC-6 tox	-2	-11	3	10	1	-2	100*	1	-7	x	2
HSP90 inh	-8	-6	-1	-4	-2	0	75*	-4	-1	x	-1
GSK3B inh	0	-3	8	0	2	2	3	0	2	0	-7
aSyn 5UTR inh	-99	1	-7	19	7	-6	24	2	-157	-10	10
HSF-1 act	23	2	17	-11	26	-13	37	-8	6	35	0
GSK3 alpha inh	2	0	6	-1	7	6	-1	-1	-2	-3	-1
KLF5 inh	-122	-23	-5	-18	-7	4	11	-24	-46	x	-19

Some of the compounds tested; the hit share may differ from the screen's.
